# Bioassay records (PubChem)
# 12-LOX inh: Primary qHTS assay for inhibitors of human arachidonate 12S-lipoxygenase (ALOX12): Round 2. purified 12hLO, xylenol orange hydroperoxide absorbance. Potency, µM (titrated, usually from 108 µM), for inactives: at the top dose activity change, negative = inhibition, hits mostly inhibitors. AID 1671190, 2021. 1.1% of 580,000 active; active = well fitted inhibition curve with a large enough effect; inconclusive = small, poorly fitted or top-dose-only effect, or another doubt; inactive = no such curve, though single readings can be large or run the other way
# Target sequence (P18054 whole entry, looked up): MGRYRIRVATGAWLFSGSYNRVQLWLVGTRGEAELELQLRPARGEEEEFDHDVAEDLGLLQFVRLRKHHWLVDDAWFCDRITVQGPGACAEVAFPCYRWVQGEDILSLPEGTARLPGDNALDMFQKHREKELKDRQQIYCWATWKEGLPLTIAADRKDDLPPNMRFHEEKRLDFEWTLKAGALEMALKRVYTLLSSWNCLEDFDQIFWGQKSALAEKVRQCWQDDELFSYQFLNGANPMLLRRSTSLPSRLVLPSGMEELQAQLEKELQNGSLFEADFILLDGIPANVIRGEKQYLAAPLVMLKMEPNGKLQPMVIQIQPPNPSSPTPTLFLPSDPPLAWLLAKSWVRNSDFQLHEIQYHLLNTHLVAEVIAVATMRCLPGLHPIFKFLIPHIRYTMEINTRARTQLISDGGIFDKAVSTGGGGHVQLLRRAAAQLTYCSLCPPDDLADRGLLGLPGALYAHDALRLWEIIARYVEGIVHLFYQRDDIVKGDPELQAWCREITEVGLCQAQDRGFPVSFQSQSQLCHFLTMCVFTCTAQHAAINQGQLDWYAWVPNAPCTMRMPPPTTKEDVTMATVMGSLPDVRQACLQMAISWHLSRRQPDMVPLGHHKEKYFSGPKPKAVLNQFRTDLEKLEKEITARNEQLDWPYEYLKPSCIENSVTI
#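 Hydroperoxide product was detected by ferrous iron/xylenol orange as the 573 to 405 nm absorbance ratio. Arachidonic acid at 40 uM (final) was turned over for 30 min at room temperature by 150 nM human 12hLO, pH 7.0 Hepes buffer, after 15 min compound preincubation.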
# * hit, by the source's call; ? = inconclusive; [ ] = another dose, or the depositor's remark. % is set by controls: 0 for no effect and ±100 for the full control effect; potency is the fitted concentration of half-maximal effect. These rows are one share of the data, so the mix of outcomes need not match the whole.
12-LOX inh,Structure
64%[activator],CC(=O)NCCC1CCN(C(=O)Nc2ccccc2F)CC1
19%,CN(CCc1ccccn1)C(=O)c1ccc2c(c1)[nH]c(=O)n2C1CCC(O)CC1 (configuration not stated)
-1%,COC(=O)C1=CN(CC(=O)N2CCN(c3ccccc3)CC2)S(=O)(=O)N=C1C
9%[57.4 µM],Cn1cccc1C(=O)N1CCC2(CCCN(Cc3ccccc3)C2)CC1
2%[176 µM],Cn1cc(-c2cnc3[nH]cc(CC(=O)Nc4ccc(N5CCOCC5)cc4)c3c2)cn1
50%[activator],Cc1csc(NC(=O)[C@@H]2C[C@@H](c3cccc(C(F)(F)F)c3)N(Cc3cnn(C)c3)C2)n1
24%,Cc1c(Br)c(C(F)(F)F)nn1CC(=O)Nc1c(F)cc(F)cc1Br
?,O=C(Cc1cccs1)N1CCC(n2cc(-c3nc(C4CC4)no3)nn2)C1 (configuration not stated)
-12%,O=S(=O)(Cc1ccc2c(c1)OCO2)c1ccc2ccccc2c1
-36%,O=c1[nH][nH]c2c1[C@H](c1ccc(Cl)cc1)O[C@H](C1CC1)C2
17%,C=CCCC(CN1CCSCC1)Oc1nccc(C)n1 (configuration not stated)
-1%,O=C(NCCCN1CCCC1)c1ccc(-c2ccc(N3CCCCC3)nc2)cc1
103%[activator],Cc1cc(Cn2cc3c4c(cccc42)[C@H](CC(C)C)N[C@H](C(=O)NCc2cncn2C)C3)no1
-1%,O=C(c1ccc2ccccc2n1)N1CCN(C2CC2)CC1
6%,CCCCc1ccc(-c2csc(/C(C#N)=C/c3ccc(-c4ccccc4)cc3)n2)cc1
2%,COc1cccc(C(=O)Nc2oc3ccccc3c(=O)c2-c2cccc(C)c2)c1
31%[activator],c1ccc(-c2noc(-c3ccn4c(CN5CCSCC5)nnc4c3)n2)cc1
?,CN(CC(=O)N1CCN(c2oc(-c3ccco3)nc2C#N)CC1)Cc1cccc(Cl)c1Cl
256%[activator],Cc1ccc(OCC(=O)N2CCOc3ccc(CN4CCc5ccccc5C4)cc3C2)cc1
33%[activator][176 µM],CC1=C[C@@H](CNCc2cccnc2)[C@H](C(C)C)C[C@H]1Cc1nnc(-c2ccccc2F)o1
-49%,CC1(C)CC(=O)C(/C=N/C(N)=O)=C(O)C1
?,CN(CCO)C(=O)c1cn(C2CCN(Cc3c(F)cccc3Cl)CC2)nn1
0%,CCn1c(C(=O)NC2CCN(CC(=O)NC3CC3)CC2)cc2ccccc21
-15%,COC(=O)c1ccc(OCc2ccccc2C#N)c(OC)c1
13%,COc1ccc2c(CNc3ccc(N(C)C(C)=O)cc3)cc(=O)oc2c1
11%,COc1cccc(C(=O)N[C@@H]2CN(S(C)(=O)=O)C[C@H]2CN(C)C)c1C
19%,COc1ccccc1/C=C/CN1CCNC(=O)C1CC(=O)NCc1ccon1 (configuration not stated)
5%,CCCCNC(=O)c1c(-c2ccccc2)nnc2ccccc12
-4%,Cc1ccc(CN2CCC(CNS(=O)(=O)c3csc(C(N)=O)c3)CC2)cc1
0%,COc1ccc(OC)c2[nH]c(C(=O)NCC(=O)Nc3ccc4c(c3)OCO4)cc12
-5%[176 µM],O=C1NC2(CCN(Cc3ccsc3)C2)COc2ccccc21 (configuration not stated)
1%,CCOC(=O)CN1CCN(C(=O)CCc2cc3cc(OC)ccc3[nH]c2=O)CC1
37%[activator],O=C(NCc1cccc(F)c1)C1CCN(c2cn[nH]c(=O)c2)C1 (configuration not stated)
-1%,COC(=O)[C@@]1(Sc2ccc(C)cc2)CC(=O)N(c2cccc(SC)c2)[C@@H]1c1ccccc1
18%,CC1CCN(c2ccc(CNC(=O)CC3CCOCC3)cc2)CC1
?,O=[N+]([O-])c1cc(S(=O)(=O)Nc2ccccc2)ccc1N/N=C1/CC2CC=CC12 (configuration not stated)
52%[activator],Cc1cc(F)ccc1NC(=O)CCC1CCCN(Cc2cn[nH]c2-c2cccc(F)c2)C1 (configuration not stated)
5%,CCCCCCNc1nc2ccccc2nc1NS(=O)(=O)c1ccc(F)cc1
26%,CC(C)NC(=O)CCc1nnc(-c2cccc(OC(C)C)c2)[nH]c1=O
-1%,COCCN(Cc1ccccc1F)C(=O)c1cnc(Nc2ccccc2)nc1
?,COC(=O)C[C@H]1CC[C@H](NC(=O)c2cccc(F)c2)[C@@H](CO)O1
?,CCCCN(CC)c1ccc(NS(=O)(=O)c2ccc(Br)s2)cc1C(=O)O
32%[activator],CCOC(=O)NCC(=O)NCc1cccnc1
-9%,COc1cc(OC)nc(NCc2cccnc2N2CCN(C(C)=O)CC2)n1
66%[activator],Cc1ccc(OCn2ccc(C(=O)NCc3cnn(C)c3)n2)c(C)c1
-11%,CCCOc1ccc(CN2C[C@@H](CO)[C@H](c3ccncc3)C2)cc1
0%,COc1cc(OC)c2cc(C(=O)NCCC(=O)Nc3ccc4c(c3)OCCO4)n(C)c2c1
?,CC(C)(C)C1CCc2nc(SCC(N)=O)c(C#N)c(C(F)(F)F)c2C1 (configuration not stated)
-45%,Cc1ccc(C(C)C)c(OC2(c3ccccc3)OC(=O)c3ccccc32)c1 (configuration not stated)
-5%,Cc1ccc(C(=O)N2CC(C(=O)NCCc3ccncc3)C3(CCOCC3)C2)cc1C (configuration not stated)

# Next part:
12-LOX inh,Structure
?,Fc1cccc(-c2nc(COc3ccccc3Br)co2)c1
-36%,O=C(O)CNC(=O)c1ccc(-c2ccccc2)cc1
10%,COc1ccc(NC(=O)CCc2nnc3ccc(NCc4ccccc4Cl)nn23)cc1
-73%,Cc1ccc(OC(C)C(=O)NC2CCCC2)c(C)c1 (configuration not stated)
12%,O=C(CC1CCCCC1)N1CCC(Cc2nc(-c3ccc(F)cc3)no2)CC1
-4%,CCOC(=O)CNCc1ccc(F)cc1
?,O=C(O)c1ccc(Br)cc1F
27%,CS(=O)(=O)N1CCC(C2CCN(C(=O)c3ccn[nH]3)C2)CC1 (configuration not stated)
8%,COc1cccc(C(=O)NCC2Cc3cccc(-c4cccnc4)c3O2)c1 (configuration not stated)
5%,CCOCC(=O)N1CCCC(c2[nH]ccc2C(=O)NC)C1 (configuration not stated)
?,Cc1ccccc1CN1CCCN(c2cccc(C(=O)NCc3ccc4c(c3)OCO4)c2)C1=O
38%[activator],Cc1ccc(C(=O)N[C@@H]2CN(S(C)(=O)=O)C[C@H]2CN(C)C)cc1C
?,CCOc1ccc(Nc2nc3ccccc3nc2NS(=O)(=O)c2ccc(F)cc2)cc1
?,Cc1ccc(C2C3=C(CC(C)(C)CC3=O)Nc3c2c(=O)n(C)c(=O)n3C)cc1 (configuration not stated)
-9%,Cc1ccc(C)c(C(=O)NC2C3CC4CC(C3)CC2C4)c1 (configuration not stated)
5µM*,O=C(NCc1ccccc1)C(c1ccc(C(F)(F)F)cc1)n1c(=O)c(-c2ccco2)nc2ccccc21 (configuration not stated)
0%,COc1cc(CN2CCCCCC2c2cccc(F)c2)ccc1OCC(N)=O (configuration not stated)
9%[6.33 µM],O=C(c1cccnc1)N1CCC(c2nnc3n2C(C(=O)N2CCCC2)CC3)CC1 (configuration not stated)
-9%,O=C(O)CNC(=O)CNS(=O)(=O)Cc1ccccc1
?,N#Cc1ccc(NS(N)(=O)=O)cc1
5%,CCC(=O)N1CCCC(CN2CCN(c3ccccn3)CC2)C1 (configuration not stated)
5%,Cc1nnc2ccc(SCC(=O)Nc3ccc(Cl)cc3Cl)nn12
-8%,COc1ccc(NC(=O)Cn2c(C)ccc(NS(=O)(=O)c3ccccc3)c2=O)c(C)c1
-1%,O=C(C1CC1)N1CCCC1c1noc(COc2ccc(F)cc2)n1 (configuration not stated)
-10%,CC1CCN(c2ccc(NC(=O)C(Cc3ccccc3)NC(=O)c3cccs3)cc2)CC1 (configuration not stated)
?,COc1ccc(Br)c(C(=O)N[C@@H]2C=C(C(=O)NCCC(N)=O)C[C@@H](O)[C@@H]2O)c1
-7%,O=c1c(Cl)c(Oc2ccc(C(F)(F)F)cc2)cnn1-c1ccc(C(F)(F)F)cn1
-10%,CC(C)(C)CCNC(=O)c1cc(C2CC2)nc2ccccc12
31%[activator],O=C1N[C@H](CCC(=O)N2CCN(Cc3ccccc3Cl)CC2)C(=O)Nc2ccccc21
0%,COc1cccc(Cn2c(=O)c(C)nc3cnc(Nc4ccccc4)nc32)c1
?,CC(C)OCc1ccccc1CNS(=O)(=O)c1ccc(Br)cc1Cl
?,O=C(Nc1ccc(Oc2ccccc2)cc1)O[C@@H]1CO[C@H]2[C@@H]1OC[C@@H]2NS(=O)(=O)c1ccc(Cl)cc1
?,Brc1csc(CNC2CCCc3c2cnn3Cc2ccccc2)c1 (configuration not stated)
46%[activator],NS(=O)(=O)c1cc2c(cc1Cl)N[C@@H]([C@@H]1C[C@@H]3C=C[C@H]1C3)NS2(=O)=O
55%[activator][176 µM],COc1ccc([C@H]2C[C@@H](O)[C@@H](O)[C@@H]2NC(=O)c2cccnc2Oc2ccccc2)cc1
26%,CCOC(=O)Cc1nnc(SC(C)C(=O)Nc2cc(Cl)ccc2C)n1C (configuration not stated)
59%[activator],CCOc1cccc(CNC(=O)[C@H]2CCC[C@H]2NC(=O)c2cnc(C)cn2)c1
?,Cc1cc2nc(C(C)(C)C)c(CC3CCCCC3)n2c(C)c1Br
3%,Cc1ccccc1Cn1cc(COC(=O)NCC(C)C)nn1
12%,CNc1nc(N2C[C@H]3CN(CCCOC)C[C@@]3(C(=O)O)C2)ncc1F
104%[activator],COc1ccc(CNC(=O)N2C[C@@H](C)[C@](O)(C(C)C)C2)cc1
1%,Cn1c(=O)c2c(ncn2CCC(=O)Nc2cc(Cl)cc(Cl)c2)n(C)c1=O
8%,CC(C)CNC(=O)C(NC(=O)c1ccccc1)C1CCN(C(=O)CC(C)C)CC1 (configuration not stated)
-10%,Cc1cccc(CC(=O)N2CCCCCC2c2nnc(-c3ccccc3)o2)c1 (configuration not stated)
32%[activator],Cc1ccccc1CCN1CCCC(CN(C)C(=O)Nc2ccccc2C)C1 (configuration not stated)
0%,CC1(C)CC(OC(=O)CCC(=O)OC2CC(C)(C)NC(C)(C)C2)CC(C)(C)N1
0%,COCC1CCCN(Cc2ccc3c(c2)CN(C(=O)c2ccc(-c4ccc(C)o4)cc2)CCO3)C1 (configuration not stated)
14µM*,CCCCN(Cc1ccccc1)c1ccc(NS(=O)(=O)c2ccc(C(C)(C)C)cc2)cc1C(=O)O
15%,CCC(C)NC(=O)N1CCCN(S(=O)(=O)c2ccccc2)CCC(=O)NCC1 (configuration not stated)
31%[activator],COCCCNC(=O)CN1C(=O)COc2ccc(C(=O)COc3cccc(OC)c3)cc21

# Random excerpt: three compounds from above, in no set order.
12-LOX inh,Structure
?,COc1ccc(Br)c(C(=O)N[C@@H]2C=C(C(=O)NCCC(N)=O)C[C@@H](O)[C@@H]2O)c1
-73%,Cc1ccc(OC(C)C(=O)NC2CCCC2)c(C)c1 (configuration not stated)
6%,CCCCc1ccc(-c2csc(/C(C#N)=C/c3ccc(-c4ccccc4)cc3)n2)cc1

# Filtered by structure, the compounds so far with bromine
12-LOX inh,Structure
24%,Cc1c(Br)c(C(F)(F)F)nn1CC(=O)Nc1c(F)cc(F)cc1Br
?,CCCCN(CC)c1ccc(NS(=O)(=O)c2ccc(Br)s2)cc1C(=O)O
?,Fc1cccc(-c2nc(COc3ccccc3Br)co2)c1
?,O=C(O)c1ccc(Br)cc1F
?,COc1ccc(Br)c(C(=O)N[C@@H]2C=C(C(=O)NCCC(N)=O)C[C@@H](O)[C@@H]2O)c1
?,CC(C)OCc1ccccc1CNS(=O)(=O)c1ccc(Br)cc1Cl
?,Brc1csc(CNC2CCCc3c2cnn3Cc2ccccc2)c1 (configuration not stated)
?,Cc1cc2nc(C(C)(C)C)c(CC3CCCCC3)n2c(C)c1Br

# (more compounds)
12-LOX inh,Structure
4%,CCC(CC)NC(=O)NC(C)c1ccccc1Br (configuration not stated)
34%[activator],NC(=O)NC(=O)COC(=O)c1cc(Cl)ccc1Cl
12%,CCc1csc(CNC(=O)c2ccc(N3CCN(C)C(C)C3)nc2)n1 (configuration not stated)
?,Cc1nc2cccc(C(=O)Oc3ccc(Cl)cc3)c2o1
28%,COc1nc2c(cc1CNC(=O)CC1CCCCC1)C(=O)N(C1CCCC1)C2
38%,O=C(c1ccc(CN2C(=O)NC3(CCS(=O)(=O)CC3)C2=O)cc1)N1CCCC1
41%[activator],Cn1nccc1C(=O)N1CCCCCCNC(=O)[C@@H]2C[C@@H](c3nc(Cc4ccccc4)no3)C[C@@H]21
?,CCCC(=O)Nc1ccc(Cl)c(NC(=O)c2ccc(OCC)cc2)c1
1%[6.33 µM],COc1cccc(N2C(=O)NC(=NC3CCCC3)C23CCN([S+](=O)([O-])c2cccc(C(F)(F)F)c2)C3)c1 (configuration not stated)
32%,COCc1nncn1C1CCN(C(=O)c2cc(F)ccc2Cl)CC1
?,Oc1ccc(O)c([S+]2CCCCC2)c1
35%[activator],CC(C)S(=O)(=O)N1CCC(CCOc2ccccc2)C1 (configuration not stated)
39%[activator],Cc1cc(C)cc(OCC(C)N)c1 (configuration not stated)
11%,COc1ccc(CN2C[C@@H](C(N)=O)[C@H](c3nc(C)no3)C2)cc1Cn1cccn1
?,N#Cc1nc(-c2ccco2)oc1N1CCC(C(=O)NC2CCCCCCC2)CC1
17%,O=C1NCCCCCN(S(=O)(=O)c2cccc(F)c2)[C@H]2CCCC[C@@H]12

# Filtered by structure, the entries above with a tert-butyl group (4)
12-LOX inh,Structure
?,CC(C)(C)C1CCc2nc(SCC(N)=O)c(C#N)c(C(F)(F)F)c2C1 (configuration not stated)
-10%,CC(C)(C)CCNC(=O)c1cc(C2CC2)nc2ccccc12
?,Cc1cc2nc(C(C)(C)C)c(CC3CCCCC3)n2c(C)c1Br
14µM*,CCCCN(Cc1ccccc1)c1ccc(NS(=O)(=O)c2ccc(C(C)(C)C)cc2)cc1C(=O)O
